High-throughput results deposited in PubChem by several laboratories.
K1F lysis inhibition – inhibition of K1F phage lysis, E. coli UTI89, bacterial capsule biogenesis inhibitors, alamar blue (AID 488966); one-dose inhibition, % at 100 µM; IC50 in µM for titrated hits; 340,000 tested, 0.02% active; E. coli UTI89 K1F phage lysis, alamar blue, 2 h; higher % means a stronger effect;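 active means phage lysis inhibition, versus mean bacterial control, above a set limit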;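 further: capsule biogenesis inhibitors block K1F phage lysis so surviving cells raise fluorescence; higher fluorescence means more inhibition of phage lysis; actives were called in the ten point dose series up to 300 µM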
NS5 inhibitors – Dengue-2 NS5 methyltransferase inhibitors, primary screen, biochemical, confirmation dose response (AID 588689); inhibition, % at 25 µM, or IC50 in µM where a hit was titrated; Dengue-2 NS5 methyltransferase capping enzyme assay, biochemical; higher % means a stronger effect; Genome polyprotein (Dengue virus type 2 (strain 16681-PDK53)); 340,000 tested, 0.3% active; in the data active means a potency from the dose series
RSV antiviral HEp-2 – RSV antiviral activity via CPE protection, HEp-2 cells, primary 10 µM value included (AID 2391); HEp-2 cells, RSV-induced CPE inhibition; higher % means a stronger effect; CPE inhibition, % at 10 µM, or IC50 in µM where a hit was titrated; 310,000 tested, 0.13% active; in the data active means a potency from the dose series; further: strong numbers were not always called active
Autophagy mod – autophagy modulators in MEF cells, primary screen, imaging, high-content, MEF GFP-LC3. 190,000 tested, 0.98% active. calls only at 10 µM (by protocol). MEF GFP-LC3 puncta imaging; test concentration mostly 10 µM. AID 463193, 2010;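 active means percentage of spot-positive cells more than 3 SD above its plate mean, without a fluorescence outlier flag or 80% toxicity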;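 further: spot-positive cell cutoff set from DMSO-treated cells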
NTR1 agonist – agonists of NTR1, primary screen, imaging, U2OS cells, beta-arrestin-GFP, high content (AID 493036); Neurotensin receptor type 1 (Homo sapiens), P30989; NTR1-U2OS beta-arrestin-GFP spot imaging, agonist mode; activation, % at 20 µM; 330,000 tested, 0.17% active;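 active means activation at or above 40% of the spot to cytoplasm intensity ratio, with at least 20 cells analyzed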;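 further: 0% = DMSO without peptide and 100% = 100 nM NTR1 peptide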
Target sequence (P30989 whole entry, looked up): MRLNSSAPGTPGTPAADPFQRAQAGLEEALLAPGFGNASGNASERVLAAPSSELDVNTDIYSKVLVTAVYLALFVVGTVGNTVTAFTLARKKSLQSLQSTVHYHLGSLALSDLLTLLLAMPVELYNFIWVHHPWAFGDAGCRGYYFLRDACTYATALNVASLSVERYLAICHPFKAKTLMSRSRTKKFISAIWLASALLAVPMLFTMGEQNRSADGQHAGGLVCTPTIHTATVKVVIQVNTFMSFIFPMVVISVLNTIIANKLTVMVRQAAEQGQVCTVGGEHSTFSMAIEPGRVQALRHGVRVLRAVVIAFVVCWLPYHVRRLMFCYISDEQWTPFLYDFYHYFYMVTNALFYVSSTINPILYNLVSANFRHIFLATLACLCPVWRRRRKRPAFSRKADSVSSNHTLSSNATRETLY
LYP inhibition – inhibitors of LYP phosphatase, biochemical, fluorescence intensity, uHTS (AID 1779); Tyrosine-protein phosphatase non-receptor type 22 (Homo sapiens); recombinant LYP phosphatase, fluorescence intensity; higher % means a stronger effect; inhibition, % at 11.5 µM, or IC50 in µM where a hit was titrated; 290,000 tested, 0.054% active; in the data active means inhibition above about 50%;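 further: plate controls were vehicle with enzyme for no effect and no enzyme for full effect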
AID2073 – inhibitors of Mint1-CaV2.2 protein interaction, biochemical, HTRF (AID 2073); HTRF protein-protein interaction, Mint1-CaV2.2; higher % means a stronger effect; Voltage-dependent N-type calcium channel subunit alpha-1B (Homo sapiens); inhibition, % at 20 µM, or IC50 in µM where a hit was titrated; 290,000 tested, 0.19% active; in the data active means inhibition mostly above about 51%, no sharp cut-off; further: some results filed as inactive read as strong as hits
WT yeast gro inh – growth inhibition of WT strain, primary screen, mitochondrial fusion inhibitor project, WT and mutant strains, chemical genetic. mitochondrial fusion phenotypic screen. inhibition, % at 10 µM. 190,000 tested, 2.1% active; in the data active means inhibition above about 58%; tested in S. cerevisiae
GPR35 arrestin U2OS – GPR35 antagonists blocking zaprinast-driven arrestin recruitment, primary screen, imaging, U2OS, beta-arrestin-GFP, zaprinast agonist (AID 2058). one-dose inhibition, % at 10 µM; IC50 in µM for titrated hits. U2OS GPR35 beta-arrestin-GFP translocation imaging, zaprinast antagonism; higher % means a stronger effect. 290,000 tested, 0.052% active;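 active means inhibition of at least 50% with at least 30 cells and total cytoplasm GFP at most 10,000,000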
WT yeast gro inh mutant strain – second read-out of WT yeast gro inh, no call of its own (marks repeat the call); inhibition, %; mitochondrial fusion phenotypic screen, mutant strain inhibition
Autophagy mod cell loss 18 h – also measured in Autophagy mod; calls as there; toxicity, %; measured here: cell loss, nuclei count;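 cell loss after 18 h compound exposure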
NTR1 agonist cell count 20 µM – second read-out of NTR1 agonist, no call of its own (marks repeat the call); cell count; measured here: cell count, cytotoxicity flag
The depositor's hits bear a star; [ ] = remark or other dose.

What do the screens show for `CN(C(=O)c1cccc(N2C(=O)C3C4C=CC(C4)C3C2=O)c1)C1CCCCC1` (stereo not given)?
K1F lysis inhibition: 1.0%; NS5 inhibitors: 0%; RSV antiviral HEp-2: 0.3%; NTR1 agonist: 1.5; LYP inhibition: -8%; AID2073: -3%; GPR35 arrestin U2OS: 11%; NTR1 agonist cell count 20 µM: 58

What do the screens show for `CC12CCC(C(=O)N(CC(O)CN3CCCCC3)C1=O)C2(C)C` (stereo not given)?
K1F lysis inhibition: 0.6%; NS5 inhibitors: -1%; RSV antiviral HEp-2: 0.9%; Autophagy mod: inactive; NTR1 agonist: -0.9; LYP inhibition: 0%; AID2073: 21%; WT yeast gro inh: 10; GPR35 arrestin U2OS: 10%; WT yeast gro inh mutant strain: 20; Autophagy mod cell loss 18 h: -14; NTR1 agonist cell count 20 µM: 46

Results for C/C(=C\C(=O)c1ccc(Cl)cc1)Nc1ccc(Br)cc1 ?
K1F lysis inhibition: 3.6%; NS5 inhibitors: -1%; RSV antiviral HEp-2: 0.2%; Autophagy mod: inactive; NTR1 agonist: 0.1; Autophagy mod cell loss 18 h: -16; NTR1 agonist cell count 20 µM: 82

How did O=C(CN1CCCCCC1)N/N=C/c1cccc(Cl)c1Cl do in these assays?
K1F lysis inhibition: 11%; NS5 inhibitors: -9%; RSV antiviral HEp-2: 0.4%; Autophagy mod: inactive; NTR1 agonist: -1.6; LYP inhibition: -4%; AID2073: 6%; WT yeast gro inh: -9; GPR35 arrestin U2OS: -8%; WT yeast gro inh mutant strain: 19; Autophagy mod cell loss 18 h: 4; NTR1 agonist cell count 20 µM: 45

Results for COc1cc(CNc2ccc3[nH]c(=O)[nH]c3c2)ccc1OCc1ccc(F)cc1 ?
K1F lysis inhibition: 0.0%; NS5 inhibitors: 12%; RSV antiviral HEp-2: 8.6%; NTR1 agonist: 0.8; LYP inhibition: -4%; AID2073: -46%; GPR35 arrestin U2OS: -2%; NTR1 agonist cell count 20 µM: 45

Results for Cc1occc1C(=O)NNC(=S)Nc1cccc([N+](=O)[O-])c1 ?
K1F lysis inhibition: -1.1%; NS5 inhibitors: 6%; RSV antiviral HEp-2: 5.4%; Autophagy mod: inactive; NTR1 agonist: 0.7; LYP inhibition: -1%; AID2073: -8%; WT yeast gro inh: 10; GPR35 arrestin U2OS: 13%; WT yeast gro inh mutant strain: 17; Autophagy mod cell loss 18 h: -1; NTR1 agonist cell count 20 µM: 38

How did COc1cccc(C2CC(c3c(F)cccc3Cl)n3nc(N)nc3N2)c1 (stereo not given) do in these assays?
K1F lysis inhibition: 1.1%; NS5 inhibitors: -15%; RSV antiviral HEp-2: -0.1%; Autophagy mod: active; NTR1 agonist: -1.0; LYP inhibition: -7%; AID2073: -1%; WT yeast gro inh: 13; GPR35 arrestin U2OS: 12%; WT yeast gro inh mutant strain: 12; Autophagy mod cell loss 18 h: 24*; NTR1 agonist cell count 20 µM: 49

How did COc1cccc(-c2cc(C(=O)Nc3cc(C)n(Cc4ccc(Cl)cc4)n3)no2)c1 do in these assays?
K1F lysis inhibition: 6.6%; NS5 inhibitors: 1%; RSV antiviral HEp-2: 4.6%; Autophagy mod: inactive; NTR1 agonist: 3.3; LYP inhibition: 8%; AID2073: -3%; WT yeast gro inh: 8; GPR35 arrestin U2OS: -14%; WT yeast gro inh mutant strain: -3; Autophagy mod cell loss 18 h: 8; NTR1 agonist cell count 20 µM: 65

What do the screens show for `CC(C)Cn1c(CN2C(=O)c3ccccc3C2=O)nc2ccccc2c1=O`?
K1F lysis inhibition: -0.4%; NS5 inhibitors: -6%; RSV antiviral HEp-2: 0.9%; Autophagy mod: inactive; NTR1 agonist: -1.5; LYP inhibition: -4%; AID2073: 31%; WT yeast gro inh: 6; GPR35 arrestin U2OS: -7%; WT yeast gro inh mutant strain: -1; Autophagy mod cell loss 18 h: -2; NTR1 agonist cell count 20 µM: 35

Results for Cn1c(N2CCC(C(N)=O)CC2)nc2c1c(=O)n(Cc1ccc(Br)cc1)c(=O)n2C ?
K1F lysis inhibition: -0.6%; NS5 inhibitors: 4%; RSV antiviral HEp-2: 0.9%; Autophagy mod: inactive; NTR1 agonist: 3.0; Autophagy mod cell loss 18 h: 1; NTR1 agonist cell count 20 µM: 67

Fetched by structure from the entries so far, two records:
Results for Cn1c(N2CCC(C(N)=O)CC2)nc2c1c(=O)n(Cc1ccc(Br)cc1)c(=O)n2C ?
K1F lysis inhibition: -0.6%; NS5 inhibitors: 4%; RSV antiviral HEp-2: 0.9%; Autophagy mod: inactive; NTR1 agonist: 3.0; Autophagy mod cell loss 18 h: 1; NTR1 agonist cell count 20 µM: 67

Results for Cc1occc1C(=O)NNC(=S)Nc1cccc([N+](=O)[O-])c1 ?
K1F lysis inhibition: -1.1%; NS5 inhibitors: 6%; RSV antiviral HEp-2: 5.4%; Autophagy mod: inactive; NTR1 agonist: 0.7; LYP inhibition: -1%; AID2073: -8%; WT yeast gro inh: 10; GPR35 arrestin U2OS: 13%; WT yeast gro inh mutant strain: 17; Autophagy mod cell loss 18 h: -1; NTR1 agonist cell count 20 µM: 38

Further entries follow.
What do the screens show for `CCN1CCN(c2nc3c(C)cccn3c(=O)c2C=C(C#N)C#N)CC1`?
K1F lysis inhibition: 0.0%[50 µM]; NS5 inhibitors: 1%; RSV antiviral HEp-2: 1.1%; NTR1 agonist: 1.6; LYP inhibition: -3%; AID2073: 9%; GPR35 arrestin U2OS: -16%; NTR1 agonist cell count 20 µM: 75

How did COc1cccc(C(=O)Nc2nc3ccccc3[nH]2)c1 do in these assays?
K1F lysis inhibition: -0.6%; NS5 inhibitors: -1%; RSV antiviral HEp-2: -2.0%; Autophagy mod: inactive; NTR1 agonist: -1.6; LYP inhibition: -6%; AID2073: -1%; WT yeast gro inh: 21; GPR35 arrestin U2OS: 0%; WT yeast gro inh mutant strain: 12; Autophagy mod cell loss 18 h: 7; NTR1 agonist cell count 20 µM: 51

What do the screens show for `Cc1c(Cl)cccc1NC(=S)NCc1ccc(Cl)cc1`?
K1F lysis inhibition: 4.6%; NS5 inhibitors: -17%; RSV antiviral HEp-2: 1.5%; Autophagy mod: inactive; NTR1 agonist: 1.3; Autophagy mod cell loss 18 h: -28; NTR1 agonist cell count 20 µM: 60

How did O=C(CSc1nnc(C2CC2)n1Cc1ccccc1)Nc1cccnc1Cl do in these assays?
K1F lysis inhibition: 4.9%; NS5 inhibitors: -3%; RSV antiviral HEp-2: 1.8%; Autophagy mod: inactive; NTR1 agonist: -1.3; LYP inhibition: -6%; AID2073: 8%; WT yeast gro inh: -8; GPR35 arrestin U2OS: -4%; WT yeast gro inh mutant strain: 7; Autophagy mod cell loss 18 h: -1; NTR1 agonist cell count 20 µM: 50

Results for COc1ccc(Cl)cc1C(=O)NC(=S)Nc1ccccc1N1CCOCC1 ?
K1F lysis inhibition: 0.1%; NS5 inhibitors: -4%; RSV antiviral HEp-2: 2.3%; NTR1 agonist: 10; LYP inhibition: -2%; AID2073: 7%; GPR35 arrestin U2OS: 9%; NTR1 agonist cell count 20 µM: 65

Results for CCC(C)[C@H](NC(=O)N1CCN(c2cccc(C(F)(F)F)c2)CC1)C(=O)OC (stereo not given in full) ?
K1F lysis inhibition: 3.2%; NS5 inhibitors: -7%; RSV antiviral HEp-2: -1.5%; Autophagy mod: inactive; NTR1 agonist: -0.3; LYP inhibition: -4%; AID2073: -1%; WT yeast gro inh: 24; GPR35 arrestin U2OS: 10%; WT yeast gro inh mutant strain: 18; Autophagy mod cell loss 18 h: 6; NTR1 agonist cell count 20 µM: 56

How did CCOC(=O)C1CCN(C(=O)Cn2nc(C)n3c(cc4cc(F)ccc43)c2=O)CC1 do in these assays?
K1F lysis inhibition: 0.1%; NS5 inhibitors: -2%; RSV antiviral HEp-2: 2.3%; NTR1 agonist: 2.5; LYP inhibition: -4%; AID2073: 18%; GPR35 arrestin U2OS: -2%; NTR1 agonist cell count 20 µM: 46

What do the screens show for `CCOC(=O)c1[nH]c2ccc(Br)cc2c1NC(=O)CCN1CCC(C)CC1`?
K1F lysis inhibition: 0.2%; NS5 inhibitors: -3%; RSV antiviral HEp-2: 5.4%; Autophagy mod: inactive; NTR1 agonist: -0.1; LYP inhibition: -7%; AID2073: 10%; WT yeast gro inh: 3; GPR35 arrestin U2OS: -2%; WT yeast gro inh mutant strain: 4; Autophagy mod cell loss 18 h: 2; NTR1 agonist cell count 20 µM: 67

Results for O=C(CCCSc1nc2ccccc2[nH]1)NCc1ccc(Cl)cc1 ?
K1F lysis inhibition: 0.0%; NS5 inhibitors: 1%; RSV antiviral HEp-2: 8.3%; Autophagy mod: inactive; NTR1 agonist: 0.0; LYP inhibition: -5%; AID2073: 7%; WT yeast gro inh: -8; GPR35 arrestin U2OS: 4%; WT yeast gro inh mutant strain: 13; Autophagy mod cell loss 18 h: 5; NTR1 agonist cell count 20 µM: 91

Results for CO/N=C/C(C(C)=O)C(=O)Nc1ccc(Cl)cc1Cl (stereo not given) ?
K1F lysis inhibition: 0.0%; NS5 inhibitors: -4%; RSV antiviral HEp-2: 4.5%; Autophagy mod: inactive; NTR1 agonist: 0.2; LYP inhibition: -2%; AID2073: -12%; WT yeast gro inh: 23; GPR35 arrestin U2OS: 0%; WT yeast gro inh mutant strain: 20; Autophagy mod cell loss 18 h: 18; NTR1 agonist cell count 20 µM: 37

How did Cc1ccc(-c2cc(C(=O)Nc3cccnc3)c3ccccc3n2)o1 do in these assays?
K1F lysis inhibition: 0.3%; NS5 inhibitors: -8%; RSV antiviral HEp-2: 3.5%; Autophagy mod: inactive; NTR1 agonist: 2.0; LYP inhibition: 1%; AID2073: -54%; WT yeast gro inh: -1; GPR35 arrestin U2OS: -10%; WT yeast gro inh mutant strain: -6; Autophagy mod cell loss 18 h: 6; NTR1 agonist cell count 20 µM: 48

How did CC1(C)C(=O)Nc2ccccc2N1C(=O)COC(=O)COc1ccc(C#N)cc1 do in these assays?
K1F lysis inhibition: 0.6%[50 µM]; NS5 inhibitors: -5%; RSV antiviral HEp-2: 0.7%; NTR1 agonist: 0.5; LYP inhibition: -8%; AID2073: 2%; GPR35 arrestin U2OS: -5%; NTR1 agonist cell count 20 µM: 48

How did O=C1C2C3C=CC(C3)C2C(=O)N1Cc1cccnc1 (stereo not given) do in these assays?
K1F lysis inhibition: 1.3%; NS5 inhibitors: -3%; RSV antiviral HEp-2: 0.2%; Autophagy mod: inactive; NTR1 agonist: 2.6; LYP inhibition: -2%; AID2073: 5%; WT yeast gro inh: -2; GPR35 arrestin U2OS: 0%; WT yeast gro inh mutant strain: 14; Autophagy mod cell loss 18 h: 1; NTR1 agonist cell count 20 µM: 33

Results for O=C(N/N=C/c1cccc(F)c1)c1ccc(Cl)cc1 ?
K1F lysis inhibition: -1.1%; NS5 inhibitors: -4%; RSV antiviral HEp-2: 0.9%; Autophagy mod: inactive; NTR1 agonist: 0.9; LYP inhibition: 4%; AID2073: -7%; WT yeast gro inh: 10; GPR35 arrestin U2OS: -8%; WT yeast gro inh mutant strain: -4; Autophagy mod cell loss 18 h: 13; NTR1 agonist cell count 20 µM: 47
